CHOP UPR activ = activators of apoptotic arm of unfolded protein response (CHOP). AID 449763. activation, % at 10 µM. CHO-CHOP luciferase reporter, UPR activation, luminescence; percent of tunicamycin response over DMSO baseline. 330,000 tested, 0.34% active;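 active means at 10 µM dose, activation of 40% or more, normalized to positive control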;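 further: 100% = tunicamycin at 10 µg/mL and 0% = DMSO alone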
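System: CHO-CHOP luciferase reporter cell line; amount: 500 cells/well; buffer or medium: F12 medium containing 10% fetal bovine serum; incubation: 6 h compound exposure at 37 °C after overnight seeding; measured by: luciferase luminescence after 10 min with Steady-Glo reagent; evaluation: % reporter activation, DMSO baseline versus tunicamycin full activation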
697 NFkB inh = lowers PMA/ionomycin-induced NF-kB signal in 697 B cells. 697 B-cell NF-kB luciferase reporter, 16 h. inhibition, % at 4 µM. 330,000 tested, 0.33% active; in the data active means inhibition above about 35%
UPR XBP1 act = adaptive UPR (XBP1) activation. CHO-XBP1 luciferase reporter, IRE1-XBP1 UPR activation, luminescence; percent of tunicamycin response, DMSO as zero. activation, % at 20 µM. 330,000 tested, 0.33% active. AID 463104;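 active means versus positive control, 20 µM dose yields 30% or more activation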;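 further: 100% = tunicamycin at 10 µg/mL and 0% = DMSO only wells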
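incubation = overnight seeding at 37 °C, 6 h compound treatment at 37 °C | assay system = CHO-XBP1 cells stably carrying IRE1-XBP1-driven luciferase reporter | input = 1000 cells per well | detection = luciferase luminescence | dosing = single point, 20 µM final compound, 1% DMSO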
Jurkat NFkB inh = lowers PMA/ionomycin-induced NF-kB signal in Jurkat cells; 330,000 tested, 0.53% active; inhibition, % at 4 µM; PMA/ionomycin-induced NF-kB luciferase reporter, luminescence; AID 435003; in the data active means inhibition above about 50%
tim10-1 inh = growth inhibitors of tim10-1 mutant yeast | S. cerevisiae tim10-1 ts strain growth, BacTiter-Glo, 24 h | inhibition, % at 20 µM | 330,000 tested, 2.2% active | AID 463190;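 active means inhibition of at least 40%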;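 further: mutant grown at 25 °C; 0% = DMSO wells with yeast and 100% = wells holding no yeast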
Mdm2 MdmX PPI = disrupts the human Mdm2-MdmX interaction | inhibition, % at 8 µM | AID 485346 | 330,000 tested, 3% active | SaOS-2 split-luciferase Mdm2/MdmX complementation, luminescence | O15151+Q00987;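 active means inhibition of at least 50% at 8 µM in the primary screen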
Target sequence (O15151 whole entry, looked up): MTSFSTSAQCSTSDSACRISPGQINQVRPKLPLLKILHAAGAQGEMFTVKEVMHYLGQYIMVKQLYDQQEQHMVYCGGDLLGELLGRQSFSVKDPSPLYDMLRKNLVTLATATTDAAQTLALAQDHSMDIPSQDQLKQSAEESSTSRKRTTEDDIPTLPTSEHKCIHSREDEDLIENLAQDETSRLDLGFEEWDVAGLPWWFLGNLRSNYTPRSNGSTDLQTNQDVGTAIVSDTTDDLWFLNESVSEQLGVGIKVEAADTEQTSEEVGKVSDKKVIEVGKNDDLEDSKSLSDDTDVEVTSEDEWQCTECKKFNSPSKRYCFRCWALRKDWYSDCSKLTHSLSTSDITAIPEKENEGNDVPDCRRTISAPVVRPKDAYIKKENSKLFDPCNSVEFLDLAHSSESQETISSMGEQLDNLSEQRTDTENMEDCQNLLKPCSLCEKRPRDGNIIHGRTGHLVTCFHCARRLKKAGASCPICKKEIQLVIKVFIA
Target sequence (Q00987 whole entry, looked up): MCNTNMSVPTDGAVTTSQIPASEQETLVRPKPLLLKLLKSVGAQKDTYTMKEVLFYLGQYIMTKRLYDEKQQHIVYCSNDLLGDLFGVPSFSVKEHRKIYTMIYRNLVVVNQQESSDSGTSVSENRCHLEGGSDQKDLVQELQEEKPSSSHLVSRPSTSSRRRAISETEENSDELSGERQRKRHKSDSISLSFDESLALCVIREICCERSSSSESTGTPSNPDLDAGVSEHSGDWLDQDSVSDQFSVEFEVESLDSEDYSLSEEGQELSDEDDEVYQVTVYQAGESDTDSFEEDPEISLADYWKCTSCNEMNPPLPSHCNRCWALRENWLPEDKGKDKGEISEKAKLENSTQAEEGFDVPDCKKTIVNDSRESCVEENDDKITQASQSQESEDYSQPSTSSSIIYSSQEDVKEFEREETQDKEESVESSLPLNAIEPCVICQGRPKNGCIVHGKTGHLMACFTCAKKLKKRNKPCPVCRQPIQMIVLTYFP
tim23-1 inh = growth inhibitors of tim23-1 mutant yeast; inhibition, % at 20 µM; 330,000 tested, 1.3% active; AID 463212; S. cerevisiae tim23-1 growth, BacTiter-Glo luminescence, 24 h;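 active means growth inhibition of the mutant yeast at or above 50%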;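 further: temperature-sensitive mutant grown at 25 °C; plate controls were DMSO-treated mutant yeast for no effect and medium wells lacking yeast for full effect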
TIM10 inh = TIM10 yeast growth inhibition; S. cerevisiae TIM10 strain growth, BacTiter-Glo luminescence, 24 h; inhibition, % at 10 µM; 330,000 tested, 1.4% active;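 active means inhibition of 40% or more at the single tested concentration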;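 further: wild-type TIM10 isogenic control strain grown at permissive 25 °C; 0% = DMSO yeast wells and 100% = minimal medium wells without yeast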
* marks the source's active call; other numbers are inactive results.

SMILES	CHOP UPR activ	697 NFkB inh	UPR XBP1 act	Jurkat NFkB inh	tim10-1 inh	Mdm2 MdmX PPI	tim23-1 inh	TIM10 inh
CCOc1ccccc1NC(=O)c1cc2ccccc2oc1=O	-0.2	-20	-4	-34	1	22	-5	0
CN(C)S(=O)(=O)N1CCN(C(=O)c2ccccc2Cl)CC1	-1.3	15	-2	14	12	15	13	10
CC1=C(C(=O)OC2CCCCC2)C(c2ccco2)n2ncnc2N1 (stereo not drawn)	-1.1	-14	-3	4	16	13	19	1
COc1ccccc1CC(=O)N1CCCC1	-0.3	19	-3	-11	9	2	-1	-9
COc1ccc(N2C(=O)C3C4C=CC(C4)C3C2=O)c([N+](=O)[O-])c1 (stereo not drawn)	-0.1	3	-1	-12	8	23	22	1
CC1=C(C(=O)NCc2ccccc2)C(c2cccnc2)n2ncnc2N1 (stereo not drawn)	0.1	19	-2	10	16	1	21	5
O=C(Cn1nnc(-c2ccccc2)n1)NCc1ccc2c(c1)OCO2	0.1	-20	0	-3	-3	-5	-18	1
Cc1cc(Cl)c2oc(C(=O)NCCC3CCCCO3)c(C)c2c1 (stereo not drawn)	3.1	-50	6	-59	23	13	39	4
CC12CCC(=O)N1C(C(=O)OCC(=O)Nc1ccc(C(F)(F)F)cc1)CS2 (stereo not drawn)	-1.1	4	-1	-5	-3	20	0	15
CN(c1ccccc1)S(=O)(=O)c1cc(C(=O)NCCCn2ccnc2)ccc1Cl	-1.0	5	-1	3	12	19	6	9
c1ccc2c(NCC3CCCO3)nc(-c3ccncc3)nc2c1 (stereo not drawn)	-0.4	-35	0	-18	33	-17	13	20
CCc1cccc(NC(=O)Cn2ncn3c(cc4ccccc43)c2=O)c1	-1.0	-11	-4	-3	-8	21	-4	-2
CCOC(=O)N1CCN(C(=O)C2CCN(c3nnc(-n4cccc4)s3)CC2)CC1	0.1	-1	-1	8	-7	0	16	8
CCN(CC)C(=O)CN1CCC(n2c(C)nc3cc(C(F)(F)F)ccc32)CC1	1.7	-5	-1	-3	15	20	6	-1
CN(CC1COc2ccccc2O1)C(=O)c1cc(COc2c(F)cccc2F)on1 (stereo not drawn)	0.7	-39	-4	5	14	6	34	-4
CCC(C)(C)n1nnnc1C(c1cc2cc3c(cc2[nH]c1=O)OCO3)N1CCCCC1 (stereo not drawn)	-1.5	7	4	-6	16	5	30	10
COc1ccc2c(c1)CC/C(=C\c1ccc(OC)c(Cn3nc(C)cc3C)c1)C2=O	-1.6	-3	-3	10	40*	42	13	14
COCCNC(=O)CC(NS(=O)(=O)c1ccc(NC(C)=O)cc1)C(C)C (stereo not drawn)	-2.3	14	-1	11	0	-9	12	5
Cc1ccc(Cn2c(CN3CCOCC3)nc3c2c(=O)n(C)c(=O)n3C)cc1	-1.7	-3	4	3	21	29	20	33
CC(NC(=O)CCNC(=O)c1ccccc1Cl)C1CC2CCC1C2 (stereo not drawn)	-0.2	9	0	-2	22	12	7	14
C=CCn1c(SCC(=O)NCC2CCCO2)nc2scc(-c3ccc(OC)cc3)c2c1=O (stereo not drawn)	3.8	-23	-5	1	18	31	21	3
O=C(CSC(=S)N1CCCCC1)c1ccccc1	-3.2	-190	-5	-112	10	-62	20	15
CCOC(=O)c1c(NC(=S)Nc2ccccc2C)sc2c1CCC2	-0.1	-7	-2	8	11	0	8	9
CCn1ccnc1CN(C)C(=O)CC1C(=O)NCCN1Cc1c(F)cccc1Cl (stereo not drawn)	-2.2	8	-2	13	0	12	2	1
CCOC(=O)C1(CCc2ccccc2)CCN(C(=O)c2cnc(C)cn2)CC1	3.6	-25	19	-23	20	-2	21	8
Cc1ccc(-c2csc3ncn(C(C)C(=O)O)c(=O)c23)cc1 (stereo not drawn)	-2.0	14	-3	-1	-8	-1	3	-5
O=c1[nH]cnc2scc(-c3cccs3)c12	0.5	0	3	-5	-9	-5	-2	6
CCOCc1cc(CN2CCC(n3nccc3NC(=O)C3CC3)CC2)ccc1OC	3.4	3	0	-2	-15	-1	-6	-2
CCCc1cc(=O)oc2cc(C)cc(OCc3nn[nH]n3)c12	-0.6	23	2	-5	0	-4	1	0
Cc1nn(-c2cc(C(F)(F)F)ccc2Cl)c2nc(C(Cl)(Cl)Cl)[nH]c(=O)c12	0.0	-5	1	3	11	20	36	-9
Cc1ccc(C(=O)Nc2cccnc2)cc1S(=O)(=O)N1CCCCCC1	0.8	-18	-7	-32	0	23	3	-12
CCCCc1ccc(/C(C)=N/NC(=O)C2CCCC2)cc1	0.3	-15	-2	-23	-15	-2	-2	-1
COCCN(C(=O)CN1CCc2ccccc2C1)c1c(N)n(Cc2ccccc2)c(=O)[nH]c1=O	-1.4	1	0	-7	13	-11	11	5
O=C(NCc1ccncc1)C(=O)NCC1OCCN1S(=O)(=O)c1ccc(Br)cc1 (stereo not drawn)	0.4	-8	-4	-7	3	28	3	10
CS(=O)Cc1cc(Oc2ccccc2)nc(-c2ccncc2)n1 (stereo not drawn)	-2.4	20	0	-6	4	13	-9	-6
COc1ccc(/C=C2\SC(=S)N(CCCC(=O)Nc3ccccn3)C2=O)cc1OC	-2.2	16	-4	10	2	63*	-17	-79
Nc1nc(CN2CCCCCC2)nc(Nc2ccccc2)n1	-0.3	-6	-1	2	12	-19	7	-10
O=c1oc2ccccc2c(NCCc2ccccc2)c1[N+](=O)[O-]	-0.6	1	-2	-8	16	-13	4	17
CC(C)c1ccc(OCC(=O)NC(Cc2c[nH]c3ccccc23)C(=O)O)cc1 (stereo not drawn)	0.4	11	4	22	-1	22	19	0
Cc1c(NC(=O)c2noc(C(C)C)c2[N+](=O)[O-])c(=O)n(-c2ccccc2)n1C	-0.5	-11	-5	-1	-1	-15	10	6
CCn1ccnc1CN(C)C(=O)c1cc(COc2ccc(Cl)cc2OC)on1	2.1	-12	-4	-7	4	14	-7	-1
O=C(NNC(=O)c1ccc(-c2ccccc2)cc1)Nc1ccccc1	-0.4	-12	-1	-17	-8	9	-2	-7
O=C(c1ccccc1)[C@H]1[C@H](c2ccccc2)[C@@]2(N=C(c3ccccc3)OC2=O)C2c3ccccc3C=NN21 (stereo partly drawn)	2.5	-12	8	-29	34	7	22	42*
COc1ccc(/C=N/N(c2ccccc2)c2ccccc2)cc1O	0.5	-10	-2	6	24	1	42	24
COc1cc(NC(=O)C2CCN(S(=O)(=O)c3ccc(Cl)cc3)CC2)ccc1-n1cnnn1	-0.4	15	-1	7	-10	14	4	2
COc1cccc(-c2nnn(CC(C)=O)n2)c1	-1.1	-32	1	-35	14	-34	15	0
COc1ccc(-c2coc3cc(O[C@@H]4O[C@H](CO)[C@@H](O)[C@H](O)[C@H]4O)c(OC)cc3c2=O)cc1	3.0	-64	2	2	12	0	16	-1
O=C(O)C1C(C(=O)O)C1(c1ccccc1)c1ccccc1 (stereo not drawn)	-0.4	-8	-5	5	9	-5	8	-10

Results in Jurkat NFkB inh, for some of the entries so far:
Compound	Jurkat NFkB inh
CCc1cccc(NC(=O)Cn2ncn3c(cc4ccccc43)c2=O)c1	-3
CCOC(=O)N1CCN(C(=O)C2CCN(c3nnc(-n4cccc4)s3)CC2)CC1	8

(continued)
SMILES	CHOP UPR activ	697 NFkB inh	UPR XBP1 act	Jurkat NFkB inh	tim10-1 inh	Mdm2 MdmX PPI	tim23-1 inh	TIM10 inh
Cc1ccc(C2C=C(c3ccc4c(c3)OCO4)Nc3ncnn32)cc1 (stereo not drawn)	4.5	-9	-5	-11	25	32	5	9
COc1ccc(CNCc2ccncc2)c(OC)c1	2.3	-21	-3	2	15	-7	0	0
Cc1ccc(C(=O)CCC(=O)O)cc1	0.0	19	-1	-1	0	15	11	-15
CCN(CC)CCCNC(=O)Cn1cnc2sc(C)c(S(=O)(=O)N3CCN(c4ncccn4)CC3)c2c1=O	0.8	6	0	-2	7	-1	3	-5
O=C(CSc1nc2ccccc2o1)N/N=C/c1ccc(O)c(O)c1	18	-91	22	-28	11	-44	-5	3
Cc1cc2oc(=O)cc(CN3CCOCC3)c2cc1C(C)C	0.0	-12	-2	0	4	18	24	15
CC1=NNC(=O)C1CCC(=O)N/N=C(\C)c1ccccc1 (stereo not drawn)	-1.4	9	-1	4	3	23	7	0
COC(=O)c1cc(NC(=O)c2cccc(C(F)(F)F)c2)c(=O)oc1C	4.5	10	1	-10	21	9	24	24
CCOc1ccc(N(CC)C(=O)COc2cc(=O)n(C)c3ccccc23)cc1	-1.8	-6	2	-6	14	-1	9	6
O=C(CSc1ccccc1C(=O)O)c1ccccc1	0.3	-4	-2	-10	-14	9	-11	-10
COc1ccccc1NC(=O)c1ccc(-n2ccnc2)c([N+](=O)[O-])c1	-0.8	7	-3	-13	20	-14	15	-11
COc1cc(NC(=O)Cc2ccc(F)cc2)cc(OC)c1OC	-2.8	-5	-1	3	6	17	3	14
C/C(=N\NC(=O)Cn1ccc(C(F)(F)F)n1)c1ccc(N2CCOCC2)cc1	-0.8	6	-1	-12	7	7	13	-3
COc1ccc(-c2csc3ncnc(N4CCN(c5cccc(Cl)c5)CC4)c23)cc1	0.4	-21	-2	-4	18	38	17	4
COc1ccc(C2CC(c3ccccc3)=NN2C(=O)COC(=O)c2ccc(Cl)nc2)cc1 (stereo not drawn)	2.2	-13	2	-22	23	-6	27	15
Cc1nc2scc(-c3cccs3)c2c(=O)n1-n1cccc1	2.1	-11	-1	6	17	10	2	6
Cc1ccc(C(C)C)c(OCC(=O)N2CCN(c3ncccn3)CC2)c1	-0.6	6	-3	-3	32	-4	50	22
CCN(C(=S)Nc1ccc(OC(F)F)cc1)C1CCCCC1	3.1	-3	0	-3	9	14	25	29
O=C(CSc1nnc(Nc2ccccc2F)s1)Nc1cccc(S(=O)(=O)N2CCCCC2)c1	6.2	-20	2	-12	23	1	7	23
CCOc1ccc2c(=O)c(Oc3ccccc3)c(C)oc2c1	1.5	6	-2	-7	4	-2	6	-23
COc1ccc(NC(=O)CSc2nc(N)c(C(=O)Nc3ccc(N(C)C)cc3)s2)cc1	-0.8	-24	3	-50	-5	1	6	-40
CCC(=O)Nc1ccc(NC(=O)c2c(C)nc3ccccn23)cc1	-1.2	12	-2	-7	-11	15	-3	-7
COc1cccc(C(=O)OCC(=O)Nc2sc3c(c2C(N)=O)CCC3)c1O	1.1	20	2	5	7	3	2	-7
NNC(=O)Cn1nc(-c2ccccc2)c2ccccc2c1=O	-0.1	1	1	-12	14	15	20	-10

Gathered by group: the compounds so far with two or more sulfur atoms
SMILES	CHOP UPR activ	697 NFkB inh	UPR XBP1 act	Jurkat NFkB inh	tim10-1 inh	Mdm2 MdmX PPI	tim23-1 inh	TIM10 inh
C=CCn1c(SCC(=O)NCC2CCCO2)nc2scc(-c3ccc(OC)cc3)c2c1=O (stereo not drawn)	3.8	-23	-5	1	18	31	21	3
O=C(CSC(=S)N1CCCCC1)c1ccccc1	-3.2	-190	-5	-112	10	-62	20	15
CCOC(=O)c1c(NC(=S)Nc2ccccc2C)sc2c1CCC2	-0.1	-7	-2	8	11	0	8	9
O=c1[nH]cnc2scc(-c3cccs3)c12	0.5	0	3	-5	-9	-5	-2	6
COc1ccc(/C=C2\SC(=S)N(CCCC(=O)Nc3ccccn3)C2=O)cc1OC	-2.2	16	-4	10	2	63*	-17	-79
CCN(CC)CCCNC(=O)Cn1cnc2sc(C)c(S(=O)(=O)N3CCN(c4ncccn4)CC3)c2c1=O	0.8	6	0	-2	7	-1	3	-5
Cc1nc2scc(-c3cccs3)c2c(=O)n1-n1cccc1	2.1	-11	-1	6	17	10	2	6
O=C(CSc1nnc(Nc2ccccc2F)s1)Nc1cccc(S(=O)(=O)N2CCCCC2)c1	6.2	-20	2	-12	23	1	7	23
COc1ccc(NC(=O)CSc2nc(N)c(C(=O)Nc3ccc(N(C)C)cc3)s2)cc1	-0.8	-24	3	-50	-5	1	6	-40

Assay outcomes as filed in PubChem.
